M1 antag – blocks the rat M1 muscarinic receptor response to acetylcholine; P08482; CHO-M1 cells, Fluo-4 calcium, ACh EC80 antagonist mode; stronger effect = lower value; B-score at 10 µM; actives 3.4% (n = 64,000);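 active = calcium fluorescence response, raw or row-and-column corrected B-score, differing from the plate sample mean either way at a set confidence level, mostly lower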
M1 ag – activates the M1 muscarinic receptor; CHO-M1 cells, Fluo-4 calcium fluorescence, agonist mode; stronger effect = higher value; B-score at 10 µM; actives 3% (n = 64,000); AID 626;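 active = fluorescence rise, raw or as B-score row- and column-corrected plate score, outside the 99.7% band of its plate's samples, either direction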
TNAP act mid DEA – human TNAP activation, intermediate phosphate acceptor; P05186; purified TNAP, CDP-star luminescence, 100 mM DEA, 30 min; stronger effect = higher value; scale: 0 levamisole-inhibited, 1 vehicle-only enzyme; activation factor at 20 µM; 64,000 tested, under 10 active; AID 813;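 active = activation factor of at least 2 at 20 µM, relative to controls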
HEK293 NFkB inh – lowers PMA/ionomycin-induced NF-kB signal in HEK293 cells | HEK-293 NF-kB luciferase reporter, luminescence | inhibition, % at 3 µM | actives 0.21% (n = 62,000) | AID 465;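 active = inhibition above the mean of all tested compounds plus 3 SD, cut at about 40% in these data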;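 note: 0% = stimulated DMSO wells and 100% = 10 µM reference inhibitor 5653914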
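Timing: 1 h pretreatment, 16 h stimulation, 37 °C; system: HEK-293 cells with stable firefly luciferase reporter driven by four HIV NF-kB elements; doses: 3 µM once, 0.30% DMSO; measured by: luciferase luminescence; control set: DMSO and 10 µM reference inhibitor; repeats: single test; reagent: PMA plus ionomycin mix as NF-kB-activating stimulus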
NADH coupling – inhibition of NAD/NADH coupling enzymes, library profiling | coupled PK/LDH NADH assays, four targets | IC50, µM (top dose mostly 10 µM), for the others: at the top dose inhibition | actives 0.02% (n = 65,000);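 active = single-dose screening hits from any of four coupled enzyme assays that gave an IC50 when retested across doses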;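 note: the DPM-DC format reads NADH fluorescence rather than 340 nm absorbance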
SF-1 act – activates the human nuclear receptor SF-1 | CHO-K1 Gal4-SF-1 LBD luciferase reporter; % increase over DMSO SF-1-specific signal | activation, % at 10 µM | actives 1.9% (n = 65,000);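 active = activation above the mean activation of all tested compounds plus 3 SD, cut at about 50% in these data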
Target sequence (Q13285 whole entry, looked up, the tested form may be a part): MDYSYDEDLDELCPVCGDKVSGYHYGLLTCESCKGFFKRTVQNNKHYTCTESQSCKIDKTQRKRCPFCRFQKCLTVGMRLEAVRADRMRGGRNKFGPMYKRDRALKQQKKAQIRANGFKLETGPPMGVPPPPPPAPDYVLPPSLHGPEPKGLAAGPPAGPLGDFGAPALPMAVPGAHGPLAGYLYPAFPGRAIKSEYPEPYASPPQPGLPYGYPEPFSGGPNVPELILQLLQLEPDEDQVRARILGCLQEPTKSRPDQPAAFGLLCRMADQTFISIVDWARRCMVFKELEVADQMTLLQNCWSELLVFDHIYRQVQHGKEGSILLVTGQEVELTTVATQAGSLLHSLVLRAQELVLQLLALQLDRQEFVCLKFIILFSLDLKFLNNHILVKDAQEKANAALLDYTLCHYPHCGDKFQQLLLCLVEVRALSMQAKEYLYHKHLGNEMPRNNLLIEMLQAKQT
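Material: Transient Gal4-SF-1 LBD reporter, CHO-K1 | Input: 4,000 cells/well | Dosing: One dose, 10 µM compound, 1% DMSO | Incubation: 20 h compound treatment, 37 °C | Detection: SteadyLite luciferase luminescence | Evaluation: Percent activation relative to DMSO median and mock-transfected background | Benchmarks: DMSO-treated SF-1-transfected cells as negative, DMSO-treated mock-transfected cells lacking SF-1 as background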
D1 mod – D1 dopamine receptor (human) allosteric modulation. B-score at 10 µM. actives 5.9% (n = 58,000). HEK293 D1, CRE-luciferase, dopamine EC30 potentiation; actives deviate in either direction. AID 641;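 active = luminescence count or its row- and column-corrected plate score outside the 99.7% band of the plate's sample wells, on either side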
Target sequence (P21728 whole entry, looked up): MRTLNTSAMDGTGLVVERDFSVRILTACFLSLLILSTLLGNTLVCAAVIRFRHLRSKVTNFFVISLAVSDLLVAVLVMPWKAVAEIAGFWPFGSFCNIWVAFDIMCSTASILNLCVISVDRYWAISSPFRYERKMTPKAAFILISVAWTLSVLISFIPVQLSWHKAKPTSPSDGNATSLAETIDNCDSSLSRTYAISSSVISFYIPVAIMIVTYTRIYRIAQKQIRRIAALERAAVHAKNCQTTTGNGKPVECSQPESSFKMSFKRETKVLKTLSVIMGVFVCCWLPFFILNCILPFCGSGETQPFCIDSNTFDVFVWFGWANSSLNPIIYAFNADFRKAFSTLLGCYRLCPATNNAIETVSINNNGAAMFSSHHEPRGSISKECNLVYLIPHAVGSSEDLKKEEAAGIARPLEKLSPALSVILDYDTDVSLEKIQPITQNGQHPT
Ecoli tolC – growth inhibitors of E. coli BW25113 tolC mutant | actives 2.2% (n = 65,000) | growth inhibition, % at 10 µM (by protocol) | AID 573 | OD615;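 active = growth inhibition at or above a cutoff equal to the mean over every tested compound plus 3 SD, cut at about 60% in these data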;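 note: growth measured after 20 h incubation at 37 °C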
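Assay system: tolC-deleted E. coli BW25113. Medium: kanamycin-containing LB broth (50 µg/mL). Dosing: 10 µM final, single dose. Timing: bacterial growth with compound for 20 h at 37 °C. Detection: A615 absorbance measurement. Read-out basis: growth inhibition in percent.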
Jurkat tox 60K – cytotoxic compounds reducing Jurkat cell viability; actives 1.2% (n = 56,000); Jurkat E6.1 viability, ATP luminescence, 48 h; inhibition, % at 4 µM; AID 463;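 active = inhibition above the mean inhibition of all tested compounds plus 3 SD, cut at about 28% in these data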
Starred values were filed as active, the others as inactive; [ ] = dose if it differs, or a comment.

The first 3 compounds, ahead of the listing:
Screening Cc1cc(=O)oc(C)c1C(=O)O returned M1 antag -0.17, M1 ag -0.28, TNAP act mid DEA 0.9, HEK293 NFkB inh 8, NADH coupling 2%, SF-1 act -9, D1 mod -0.8 and Ecoli tolC -14.
For Cc1ccc2oc(-c3cccc(NC(=O)C4CCCO4)c3)nc2c1 (configuration not stated) the results were M1 antag -0.65, M1 ag 0.62, TNAP act mid DEA 0.9, HEK293 NFkB inh -27, NADH coupling 6%, SF-1 act 46, D1 mod -0.71, Ecoli tolC 55 and Jurkat tox 60K -8.
Screening CCOCCCNC(=O)c1ccc(OC(C)=O)cc1 returned M1 antag 1.4, M1 ag 1, TNAP act mid DEA 0.9, HEK293 NFkB inh 7, NADH coupling 6%, SF-1 act 3, D1 mod -0.016, Ecoli tolC -7 and Jurkat tox 60K 2.

Results, from the start:
Screening Cc1cc(=O)oc(C)c1C(=O)O returned M1 antag -0.17, M1 ag -0.28, TNAP act mid DEA 0.9, HEK293 NFkB inh 8, NADH coupling 2%, SF-1 act -9, D1 mod -0.8 and Ecoli tolC -14.
For Cc1ccc2oc(-c3cccc(NC(=O)C4CCCO4)c3)nc2c1 (configuration not stated) the results were M1 antag -0.65, M1 ag 0.62, TNAP act mid DEA 0.9, HEK293 NFkB inh -27, NADH coupling 6%, SF-1 act 46, D1 mod -0.71, Ecoli tolC 55 and Jurkat tox 60K -8.
Screening CCOCCCNC(=O)c1ccc(OC(C)=O)cc1 returned M1 antag 1.4, M1 ag 1, TNAP act mid DEA 0.9, HEK293 NFkB inh 7, NADH coupling 6%, SF-1 act 3, D1 mod -0.016, Ecoli tolC -7 and Jurkat tox 60K 2.
`COc1ccc(Cn2nnnc2C(CC(C)C)N2CCN(c3ccccc3)CC2)cc1` (configuration not stated) gave M1 antag 0.13, M1 ag 0.68, TNAP act mid DEA 1, HEK293 NFkB inh 15, NADH coupling 7%, SF-1 act -19, Ecoli tolC 25 and Jurkat tox 60K 7.
For COc1ccc(C)cc1NC(=O)c1cnc2sccn2c1=O the results were M1 antag 0.075, M1 ag 1.2, TNAP act mid DEA 0.9, HEK293 NFkB inh -10, NADH coupling 3%, SF-1 act 10, D1 mod 0.93, Ecoli tolC 0 and Jurkat tox 60K -3.
CC(NC(=O)Cn1nc(C(=O)O)c2ccccc2c1=O)c1ccccc1 (configuration not stated) was read as M1 antag -0.0078, M1 ag 0.9, TNAP act mid DEA 1, HEK293 NFkB inh 4, NADH coupling 6%, SF-1 act -9, D1 mod 0.19, Ecoli tolC -14 and Jurkat tox 60K -1.
O=C1CCC(=O)N1OCCCOc1ccc2c(c1)CCC2 was read as M1 antag 0.55, M1 ag 0.53, TNAP act mid DEA 1, HEK293 NFkB inh 10, NADH coupling 4%, SF-1 act 8, Ecoli tolC -1 and Jurkat tox 60K -2.
`Cc1ccsc1C1C2=C(CC(C)(C)CC2=O)Nc2ncnn21` (configuration not stated) gave M1 antag 1.1, M1 ag 0.16, TNAP act mid DEA 1, HEK293 NFkB inh 19, NADH coupling 5%, SF-1 act 1, D1 mod -0.13, Ecoli tolC 12 and Jurkat tox 60K 5.
Cc1cccc(C(=O)NCCN2CCN(c3ccccc3)CC2)c1 was read as M1 antag 0.6, M1 ag 0.048, TNAP act mid DEA 0.9, HEK293 NFkB inh 0, NADH coupling 7%, SF-1 act -10, D1 mod -1.3, Ecoli tolC 9 and Jurkat tox 60K -1.
`O=C(Nc1scc(-c2ccc(F)cc2)c1C(=O)O)c1ccco1` gave M1 antag 0.72, M1 ag -0.022, TNAP act mid DEA 1, HEK293 NFkB inh -19, NADH coupling 3%, SF-1 act 28, D1 mod -0.68, Ecoli tolC 29 and Jurkat tox 60K -2.
Screening O=C(Nc1ccc2snnc2c1)N1CCN(c2ccccc2)CC1 returned M1 antag -0.54, M1 ag 0.068, TNAP act mid DEA 0.9, NADH coupling 1%, D1 mod -1.3 and Ecoli tolC 23.
Screening COc1cccc2cc(-c3csc(CCn4nc(C)cc4C)n3)c(=O)oc12 returned M1 antag -0.91, M1 ag 2, TNAP act mid DEA 0.9, HEK293 NFkB inh -10, NADH coupling 12%, SF-1 act 14, Ecoli tolC 14 and Jurkat tox 60K -2.
Cc1cccc(N2CCN(C(=O)c3ccncc3)CC2C)c1 (configuration not stated) was read as M1 antag 0.59, M1 ag -0.37, TNAP act mid DEA 1, HEK293 NFkB inh -8, NADH coupling 9%, SF-1 act 9, D1 mod 0.14, Ecoli tolC -12 and Jurkat tox 60K 5.
Screening COc1ccc(C(=O)SC2=NCCS2)cc1OC returned M1 antag -0.46, M1 ag 1.3, TNAP act mid DEA 0.9, HEK293 NFkB inh 9, NADH coupling 7%, SF-1 act 7, D1 mod 1.5, Ecoli tolC -18 and Jurkat tox 60K 0.
`N#Cc1nc(Cc2ccccc2)oc1N1CCC(Cc2ccccc2)CC1` gave M1 antag 0.76, M1 ag -0.2, TNAP act mid DEA 0.9, HEK293 NFkB inh 9, NADH coupling 0%, SF-1 act 6, D1 mod 0.68, Ecoli tolC 29 and Jurkat tox 60K -3.
Cc1ccc(S(=O)(=O)N2CCN(C(=O)CSc3nnc(C)s3)C2)cc1 was read as M1 antag 0.15, M1 ag 0.018, TNAP act mid DEA 0.9, HEK293 NFkB inh 5, NADH coupling 0%, SF-1 act 8, D1 mod -0.41, Ecoli tolC -10 and Jurkat tox 60K 2.
For Cn1c(=O)c2c(nc(Oc3ccccn3)n2C)n(C)c1=O the results were M1 antag -0.016, M1 ag -0.24, TNAP act mid DEA 0.9, HEK293 NFkB inh -11, NADH coupling 15%, SF-1 act -6, D1 mod 0.3 and Jurkat tox 60K -2.
For O=c1oc(-c2cccs2)nc2scc(-c3cccs3)c12 the results were M1 antag -0.79, M1 ag 0.96, TNAP act mid DEA 0.9, HEK293 NFkB inh 1, NADH coupling 0%, SF-1 act 12, Ecoli tolC -8 and Jurkat tox 60K -8.
`O=C(CSc1n[nH]c(-c2ccncc2)n1)NC1CCS(=O)(=O)C1` (configuration not stated) gave M1 antag 0.66, M1 ag -0.0013, TNAP act mid DEA 1, HEK293 NFkB inh 11, NADH coupling 12%, SF-1 act -11, D1 mod -0.38, Ecoli tolC -7 and Jurkat tox 60K 9.
COc1ccc(CCNS(=O)(=O)c2cccc3nsnc23)cc1OC was read as M1 antag 0.48, M1 ag 0.36, TNAP act mid DEA 0.9, HEK293 NFkB inh 15, NADH coupling 7%, SF-1 act 7, D1 mod 2.3, Ecoli tolC 12 and Jurkat tox 60K -4.
N#CCCN1CCN(C(=S)c2ccc(-c3cc(Cl)ccc3Cl)o2)CC1 was read as M1 antag 0.022, M1 ag -0.024, TNAP act mid DEA 0.8, HEK293 NFkB inh 4, NADH coupling 0%, SF-1 act -2, D1 mod 0.45, Ecoli tolC 39 and Jurkat tox 60K -4.
Screening O=C(CSc1nc2c(c(=O)n1-c1ccc(Cl)cc1)SCC2)Nc1nccs1 returned M1 antag 0.23, M1 ag 0.15, TNAP act mid DEA 0.9, HEK293 NFkB inh 18, NADH coupling 7%, SF-1 act 7, D1 mod -0.84 and Ecoli tolC 11.
CCN=C1SC(C(=O)Nc2cccc(C(=O)O)c2)CC(=O)N1CC (configuration not stated) was read as M1 antag 1.5, M1 ag -0.52, TNAP act mid DEA 1, HEK293 NFkB inh 22, NADH coupling 3%, SF-1 act -2, D1 mod 2.7, Ecoli tolC -9 and Jurkat tox 60K 7.
For c1ccc(-n2c(-c3ccncc3)nnc2N2CCOCC2)cc1 the results were M1 antag -0.33, M1 ag -0.3, TNAP act mid DEA 0.9, HEK293 NFkB inh 10, NADH coupling 6%, SF-1 act 3, D1 mod 0.063, Ecoli tolC -7 and Jurkat tox 60K 4.
`CSCC[C@H](NC(=O)OC(C)(C)C)c1nnc(SCC(N)=O)o1` gave M1 antag -0.63, M1 ag 0.53, TNAP act mid DEA 0.9, HEK293 NFkB inh 0, NADH coupling 5%, SF-1 act 14, D1 mod -2.2*, Ecoli tolC -12 and Jurkat tox 60K -3.
Screening CC(=O)N1CCN(c2nc(CC(C)C)c3c(c2C#N)CCC3)CC1 returned M1 antag -0.85, M1 ag -0.85, TNAP act mid DEA 0.9, NADH coupling 6%[fluoresces], SF-1 act -9, D1 mod 18* and Ecoli tolC -17.
Screening Cc1cc2ncn(S(=O)(=O)c3ccc(S(=O)(=O)N4CCOCC4)cc3)c2cc1C returned M1 antag 0.51, M1 ag -0.94, TNAP act mid DEA 1, HEK293 NFkB inh 18, NADH coupling 2%, SF-1 act -2, D1 mod -0.45, Ecoli tolC -9 and Jurkat tox 60K 19.
Screening CCOc1ccc(NC(=O)CSC(N)=O)cc1 returned M1 antag 0.54, M1 ag -1.6, TNAP act mid DEA 0.8, HEK293 NFkB inh -6, NADH coupling 9%, SF-1 act -11, D1 mod -0.55, Ecoli tolC -9 and Jurkat tox 60K -6.
For COc1ccccc1OCCNC(=O)c1cccs1 the results were M1 antag 0.014, M1 ag -0.056, TNAP act mid DEA 0.9, HEK293 NFkB inh 3, NADH coupling 2%, SF-1 act 14, D1 mod -0.24, Ecoli tolC -3 and Jurkat tox 60K 7.
`COc1ccc(OC)c(S(=O)(=O)NCCO)c1` gave M1 antag 0.19, M1 ag 0.086, TNAP act mid DEA 0.9, HEK293 NFkB inh 5, NADH coupling 2%, SF-1 act 17, D1 mod 0.23, Ecoli tolC -3 and Jurkat tox 60K 0.
For COC(=O)c1ccc(NC(=O)CSc2nnc(COc3ccc4c(c3)CCCC4)o2)cc1 the results were M1 antag 0.4, M1 ag 0.11, TNAP act mid DEA 0.8, HEK293 NFkB inh 8, NADH coupling 1%, SF-1 act -4, D1 mod 0.22, Ecoli tolC 5 and Jurkat tox 60K 2.
`CN(Cc1ccccc1)c1ncnc2ccc(Br)cc12` gave M1 antag -0.78, M1 ag 0.53, TNAP act mid DEA 1, NADH coupling 3%, SF-1 act 5 and Ecoli tolC 16.
Screening CC(C)c1ccc(NC(=O)C(c2ccc3c(c2)OCO3)N2CCN(C(=O)c3ccco3)CC2)cc1 (configuration not stated) returned M1 antag -0.24, M1 ag -1.1, TNAP act mid DEA 1.2, HEK293 NFkB inh 12, NADH coupling 7%, SF-1 act 8, D1 mod -0.077, Ecoli tolC 34 and Jurkat tox 60K 12.
`CN(CCNC(=O)c1cccc(N2CCCC2=O)c1)Cc1ccccc1` gave M1 antag 0.27, M1 ag 0.13, TNAP act mid DEA 1, HEK293 NFkB inh 12, NADH coupling 6%, SF-1 act 8, D1 mod -0.88, Ecoli tolC -11 and Jurkat tox 60K -4.
Screening Cc1ccc(Cn2ccc(NC(=O)C3C4CCC(C4)C3C(=O)O)n2)cc1 (configuration not stated) returned M1 antag 0, M1 ag -1.1, TNAP act mid DEA 1, HEK293 NFkB inh 4, NADH coupling 4%, SF-1 act 3, D1 mod -0.0095 and Ecoli tolC -17.
For Cc1noc(C)c1CSc1nc2sc(C)c(C)c2c(=O)n1C1CCCC1 the results were M1 antag 0.29, M1 ag -0.69, TNAP act mid DEA 0.9, HEK293 NFkB inh -8, NADH coupling 5%, SF-1 act 14, D1 mod 10*, Ecoli tolC 0 and Jurkat tox 60K 2.

Screening data (PubChem BioAssay)
